# Source: PubChem BioAssay (several laboratories)
# aSyn UTR inh = MLPCN primary screen, SNCA 5' untranslated region | alpha-synuclein 5'UTR reporter, inhibitor activity | inhibition, % (tested at 7.5 µM) | 0.82% of 300,000 active; in the data active = inhibition above about 60%;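 note: H4 neuroglioblastoma cells stably carrying SNCA 5'UTR luciferase fusion; 0% = DMSO wells and 100% = positive control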
# AI-2 QS mod = Vibrio harveyi AI-2 quorum sensing modulators, primary screen, JMH597 strain, luminescence/OD600 ratio. Vibrio harveyi JMH597 AI-2 luminescence/OD600 ratio, 9 h; hits give low values; strain lacks LuxN and CqsS sensors; 0 = neutral-control median. activity change, % at 7.5 µM. 0.4% of 300,000 active; in the data active = activity change below about -75%, passing the limit was not always enough;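 note: luminescence divided by OD600 gain over 9 h not by final OD600 alone; inactives centre near 13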
# KLF5 inhibitor = KLF5 expression inhibitors, primary screen, DLD-1 cells, luminescence | DLD-1 KLF5 promoter-luciferase reporter | inhibition, % at 5 µM | 0.23% of 290,000 active | AID 1700, 2009;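 active = inhibition above a per-plate limit of that plate's mean compound inhibition plus 3 SD, cut at about 60% in these data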;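 note: 0% = DMSO wells and 100% = LY294002 at 200 µM; higher means less KLF5 promoter-driven luciferase light; inactives centre near -14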
# Platelet DG rel = inhibitors of platelet dense granule secretion, primary screen, cell-based, MLPCN, human platelets | human platelet-rich plasma, SFLLRN dense granule ATP release, luminescence | inhibition, %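 (compounds screened at 7.5 µM in platelet-rich plasma)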 | 0.22% of 300,000 active | AID 1663, 2009;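 active = mean replicate score, as percent of positive control, at or above 50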
# HSP90 refold inh = HSP90 inhibitors, primary screen, cell lysate, luminescence | Rabbit reticulocyte lysate, luciferase refolding luminescence, 3 h | Heat shock protein HSP 90 (rabbit reticulocyte lysate; luciferase refolding) | AID 1789, 2009 | inhibition, % at 5.6 µM | 0.91% of 290,000 active;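 active = inhibition above the screen-wide mean plus 3 SD, computed separately per campaign, cut at about 16% in these data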;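 note: 0% = DMSO wells and 100% = 60 µM geldanamycin wells; inhibitors lower the luminescence because luciferase stays unfolded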
# SKKanGAS inh = S. pyogenes SKKanGAS growth inhibitors in kanamycin, primary screen, streptokinase expression inhibitor project, SKKanGAS strain, BacTiter-Glo luminescence. 6 h. inhibition, % at 7.5 µM. 1.3% of 300,000 active. AID 1662, 2009;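 active = mean replicate score, as percent of positive control median, at least 50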;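 note: strain carries kanamycin resistance gene driven by streptokinase promoter and grows in 40 µg/ml kanamycin; loss of luminescence reflects streptokinase promoter inhibition or plain growth inhibition; 0% = median of DMSO wells and 100% = positive control at its reference dose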
# HSF1 activator = HSF-1 activators, primary screen, NIH3T3-HGL cells, MG132 stress, luminescence, single point; 1.7% of 300,000 active; activation, % at 9 µM; NIH3T3-HGL HSF-1 luciferase reporter, 8 h; 100% = twice DMSO control signal; AID 504408, 2011;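 active = mean replicate activation of at least 50% with a set share of replicates each reaching 50%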;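 note: 0% = median of the neutral control wells and 100% = twice that signal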
# HSF1 inhib = HSF1 inhibitors in luciferase reporter cells, primary screen, cell-based, NIH3T3, luminescence | NIH3T3-HGL HSE-luciferase, MG132-induced, luminescence 8 h; hits give low values | activity change, negative = inhibition, % at 7.5 µM (by protocol) | 0.77% of 300,000 active;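 active = more than half of replicate wells show activity change below -50%, luminescence cut by over half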;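 note: luciferase reports HSF-1 transcriptional activity via heat shock element; 0% = median of DMSO wells and -100% = zero luminescence signal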
# HIF activator = HIF pathway transcriptional activators, primary screen, cell-based, U2OS HRE-luciferase, luminescence. 0.32% of 300,000 active. activation, % at 7.5 µM (by protocol). U2OS HRE-luciferase reporter; normalized: DMSO 0%, desferrioxamine 100%;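 active = mean activation of at least 10% of the iron chelator positive control signal, with at least half of replicates also reaching 10%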
# IEC-6 tox = cytotoxicity in IEC-6 intestinal epithelial cells, primary screen, cytotoxicity control for KLF5 inhibitor project, cell-based, luminescence; IEC-6 cytotoxicity, luminescence viability; AID 1825, 2009; 0.78% of 290,000 active; inhibition, % at 5 µM; in the data active = inhibition above about 22%;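 note: 0% = plate median of test compound wells and 100% = cytotoxic reference compound wells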
# * = called active by the depositor; · = no result given.
nr	smiles	aSyn UTR inh	AI-2 QS mod	KLF5 inhibitor	Platelet DG rel	HSP90 refold inh	SKKanGAS inh	HSF1 activator	HSF1 inhib	HIF activator	IEC-6 tox
1	O=C(Nc1ccc2c(c1)OCO2)C1CC(=O)N(c2ccc(F)cc2)C1 (stereo unspecified)	-16	15	-8	21	-1	-1	13	3	-0.1	-2
2	CCOc1cc(C2NC(=O)CCC2[N+](=O)[O-])cc(Br)c1OC (stereo unspecified)	-1	25	-27	-4	-3	-7	12	1	0.4	0
3	CC(=O)c1ccc(NC(=O)Cn2cnc(S(=O)(=O)N3CCC(C)CC3)c2)cc1	-13	5	-21	9	-1	-5	11	0	0.2	4
4	O=S(=O)(c1cccs1)N1CCN(c2ccc(Cl)cc2)CC1	5	·	-4	5	-4	8	9	10	-0.7	4
5	CC(C)OC(=O)c1ccc(COC(=O)c2cccc(-c3nnc(-c4ccccc4)o3)c2)cc1	-43	14	-49	0	-3	-3	1	0	1.5	-5
6	CCC(CC)c1nnc(NC(=O)c2ccc(S(=O)(=O)N3CCc4ccccc4C3)cc2)s1	-1	27	-22	-1	0	20	17	-4	0.1	3
7	CCOC(=O)c1ccc(NC(=O)NS(=O)(=O)c2ccc(C)cc2)cc1	-13	7	5	-10	-2	-4	-65	-58*	1.8	-5
8	CC(C)(C)c1ccc(/C=N/OCC(=O)NCc2ccc(F)cc2)cc1	20	13	-30	-4	0	6	6	1	0.5	2
9	COc1ccc(CNC(=O)CSc2nnc3c(Cl)cc(C(F)(F)F)cn23)cc1OC	6	23	-8	-11	1	4	-7	-5	-0.5	0
10	Oc1oc(-c2ccccc2)nc1C=Nc1cccc2ccccc12	-27	12	-11	-9	0	-8	42	11	-0.2	6
11	Cc1ccccc1N(CC(=O)NCCc1ccccc1)C(=O)c1csnn1	6	17	0	-3	-2	3	0	-1	-0.4	3
12	COc1ccc2c(c1)c(C(=O)CN1CCCCC1)c(C)n2C	0	-7	·	-8	·	0	72*	32	-0.3	·
13	CC(=O)O[C@H]1CC[C@H]2[C@@H]3CCc4cc(O)ccc4[C@H]3CC[C@]12C	20	-6	2	4	1	4	-58	-47	0.2	1
14	Cc1[nH]c2ccccc2c1C(=O)CN1CCN(c2ccc(Cl)cc2)CC1	5	7	-21	-5	4	21	5	9	-0.3	-1
15	CN1CCN(/N=C/c2ccc(N(c3ccccc3)c3ccccc3)cc2)CC1	71*	16	-19	3	-2	10	6	5	-5.8	-1
16	COc1ccc(C(CNC(=O)c2cccc(S(=O)(=O)Nc3ccccc3OC)c2)N2CCOCC2)cc1 (stereo unspecified)	22	-7	·	-7	·	16	10	-5	-53	·
17	O=C(COC(=O)c1ccc(O)cc1O)NC1CCS(=O)(=O)C1 (stereo unspecified)	-6	22	-10	9	1	0	-3	-4	0.1	1
18	Cn1c(=O)oc2cc(S(=O)(=O)N3CCC(C(=O)NCCc4ccccc4)CC3)ccc21	15	-23	-36	8	2	-5	11	5	-0.4	-6
19	CC(C)OP(=O)(OC(C)C)C1(O)C(=O)Nc2ccc(Br)cc21 (stereo unspecified)	-7	8	-19	-3	-2	-5	9	-5	-1.1	7
20	COc1ccc(CCN(C)C(=O)CSc2nccn2C)cc1OC	17	7	-16	5	1	·	·	·	0.2	-4
21	O=C(CC1C(=O)NCCN1C(=O)Nc1ccccc1)Nc1ccc2c(c1)OCCO2 (stereo unspecified)	-1	31	-27	-2	2	-2	-1	3	-0.6	1
22	S=C(NCc1ccc2c(c1)OCO2)NCc1ccc2c(c1)OCO2	-16	-9	1	-33	-5	-5	1	7	-0.4	4
23	COc1ccc(CC(=O)Nc2ccc(S(=O)(=O)Nc3onc(C)c3C)cc2)cc1OC	-7	21	-16	-6	2	9	-5	-3	-0.7	-6
24	CCOC(=O)C1=C(C)NC(=O)CC1c1cc2c(cc1[N+](=O)[O-])OCO2 (stereo unspecified)	-1	5	-44	5	1	0	8	7	-0.1	-2
25	COc1ccc(-c2csc3nc(C(C)C)oc(=O)c23)cc1OC	-3	16	-6	-3	0	1	10	2	0.2	6
26	CC(=O)N/C(=N/c1nc(C)cc(C)n1)Nc1ccc(C)cc1C	-2	9	-27	2	1	-8	3	1	-0.3	2
27	CCOc1ccc(C2CC(c3cccc(Cl)c3)n3nc(N)nc3N2)cc1 (stereo unspecified)	38	28	0	4	-1	-7	-2	-11	0.4	-4
28	C[C@]12CS(=O)(=O)C[C@H]1SC(=S)N2c1ccccc1	19	·	-1	6	6	13	-12	-10	-0.6	1
29	O=C(COC(=O)CC1CCCC1)Nc1ccc(OC(F)F)cc1	19	9	-1	0	-2	-1	6	-4	-0.7	2
30	Cc1ccccc1NC(=O)CCN1CCN(C/C=C/c2ccccc2)CC1	15	16	13	4	-1	-8	10	-7	0.3	0
31	CNS(=O)(=O)c1ccc2c(c1)NC(=O)C1CCCN21 (stereo unspecified)	17	-6	26	12	-3	2	5	-5	-0.6	6
32	Cc1nc2ccc(NC(=O)CCC3CCCC3)cc2s1	-143	30	-87	-3	-6	3	16	13	5.9	-6
33	CCN1CCN(Cc2ccc(OCc3ccccc3)cc2)CC1	-77	17	-66	-6	4	3	-21	-21	1.3	-1
34	COc1ccc(OC)c(/C=N/NC(=O)CNC(=O)c2cccc3ccccc23)c1	-16	20	-28	-6	2	-2	-38	-27	-0.3	-1
35	S=C(Nc1ccc2nccnc2c1)N1CCOCC1	-56	23	-53	3	1	-2	20	5	1.1	10
36	O=C(Nc1ccccc1)N1CCCN(Cc2ccccc2F)C1	-21	19	-26	1	3	0	17	-5	-0.2	8
37	COc1ccccc1C(=O)NC1CCN(C(=S)NCCc2ccccc2)CC1	36	5	-4	0	1	0	-2	6	-0.2	-2
38	COc1cc(C(=O)NCc2ccccc2)ccc1OC(F)F	22	-3	-15	2	-2	6	-10	-7	0.2	-4
39	Cc1c(C(=O)Nc2c(N)nc(SCC(=O)NCC3CCCO3)[nH]c2=O)cccc1[N+](=O)[O-] (stereo unspecified)	0	19	-29	28	5	3	-2	-2	-0.2	-2
40	N#Cc1c(NCCN)nc(-c2ccco2)c2c1CCCC2	19	18	0	15	8	8	11	-2	0.1	2
41	S=C(NCc1ccccc1)Nc1cccc2cnccc12	7	10	-7	0	-3	4	7	4	-0.1	16
42	O=C(CN1C(=O)NC2(CCCC2)C1=O)OCCOc1ccc(Cl)cc1Cl	12	12	·	-10	·	11	2	0	-0.1	·
43	Cc1ccc(S(=O)(=O)N2CCCCC2)cc1C(=O)NCCCN1CCOCC1	-11	5	-6	-13	-2	3	1	-2	0.0	1
44	COC(=O)C1CN(C(=O)C(C)Oc2cccc(C)c2C)c2ccccc2O1 (stereo unspecified)	3	16	-38	3	1	35	-1	12	-0.9	5
45	CN(Cc1cn(C)nc1-c1cccc(Cl)c1)C1CCOCC1	-6	13	-29	1	-4	3	-7	-7	0.0	7
46	COCCn1c(=S)[nH]c2cc(C(=O)N3CCCC(C)C3)ccc2c1=O (stereo unspecified)	-18	60	-42	-3	0	-2	-19	-9	-0.4	-6
47	COCCNC(=O)C1(C)Oc2ccccc2NC1=O (stereo unspecified)	-22	20	-26	-8	5	-2	-8	-5	0.1	-3
48	COCC(=O)N1CCCN(c2nc3c(C)cccc3cc2C#N)CC1	-34	16	-1	8	2	-2	4	3	-4.2	2
49	CCCn1c(=N)c(C#N)cc2c(=O)n3ccccc3nc21	0	31	-9	-8	-3	-10	10	-5	-0.2	-5
50	COc1cc(S(=O)(=O)N2CCCCCC2)c(OC)cc1Br	22	32	-13	3	0	-7	3	1	0.0	2
51	COc1ccc(Cl)cc1N(CC(=O)N1CCCCCC1)S(C)(=O)=O	-15	16	-6	5	3	9	2	-5	-0.2	-8
52	Cc1ccc(C)c(C(=O)N2CCN(c3ncccn3)CC2)c1	12	0	-15	-4	1	4	-3	1	0.8	5
53	O=C(N/N=C\c1ccncc1)c1ccc(Cl)s1	6	0	-39	9	5	-10	24	6	0.5	11
54	CC1=C(C(N)=O)C(c2ccc3c(c2)OCO3)n2nc(-c3cccc(C)c3)nc2N1 (stereo unspecified)	-49	24	-18	3	2	-1	-19	-12	0.8	6
55	Cc1oc(-c2cccs2)nc1CS(=O)CC(=O)NCCc1ccccc1 (stereo unspecified)	-1	35	-39	2	-1	1	-4	2	0.7	0
56	S=c1[nH]nc(-c2ccco2)n1/N=C/C=C/c1ccco1	-17	14	7	1	1	11	21	2	1.6	-11
57	O=C(NC1CCCC1)C1CC1c1ccccc1 (stereo unspecified)	1	-46	-25	3	-1	4	6	-11	0.7	-2
58	C/C(=N/NC(=O)c1ccc2c(c1)OCO2)c1cccc([N+](=O)[O-])c1	-133	19	-128	10	0	3	12	8	2.9	1
59	CC1(C)Cc2nc3sc4c(=O)[nH]cnc4c3cc2CS1	-39	40	-6	-4	-2	4	1	-3	1.0	-9
60	CC(C)(C)C1CCC(OCC(O)CN2CCCC2)CC1 (stereo unspecified)	-8	33	-26	-14	-1	-5	5	-3	-0.1	-6

# Quoted from the listing.
# Under KLF5 inhibitor, COc1ccc(OC)c(/C=N/NC(=O)CNC(=O)c2cccc3ccccc23)c1 shows -28
# Under Platelet DG rel, O=C(COC(=O)c1ccc(O)cc1O)NC1CCS(=O)(=O)C1 (stereo unspecified) shows 9

# (cont.)
nr	smiles	aSyn UTR inh	AI-2 QS mod	KLF5 inhibitor	Platelet DG rel	HSP90 refold inh	SKKanGAS inh	HSF1 activator	HSF1 inhib	HIF activator	IEC-6 tox
61	COC(=O)c1c(NC(=O)CC2SC(N)=NC2=O)sc2c1CCC(C)C2 (stereo unspecified)	-9	38	-33	-6	2	5	-8	-2	-0.1	6
62	Cc1ccc(NS(=O)(=O)c2cccs2)nc1	-4	14	-15	0	0	8	-18	-7	0.2	7
63	CCOC(=O)C1CCCN(c2c(Nc3cccc(C)c3)c(=O)c2=O)C1 (stereo unspecified)	-17	5	4	17	-2	0	7	2	0.1	7
64	COCCCNCCCOc1ccc(C)cc1Br	17	-17	-37	-1	-1	7	2	2	1.9	4
65	O=C(NNC(=O)c1ccccc1[N+](=O)[O-])c1ccco1	-3	35	-18	-2	-3	3	7	-2	-0.6	-8
66	Cc1cc(N=CC2=C(O)CCCC2=O)no1	-11	10	-24	-5	1	-12	7	-9	0.1	-1
67	O=C(Nc1ccccc1N1CCN(C(=O)c2ccc(Cl)cc2)CC1)c1ccc(Br)cc1	-27	18	-22	-9	7	7	32	17	-0.7	-4
68	Cc1ccc(N2CC(=O)N(c3ccc(C)cc3)CC2=O)cc1	12	19	-28	-4	5	-1	-2	-3	0.4	-8
69	CCC(CC)NC(=O)CSc1nnc(-c2c[nH]c3ccccc23)o1	0	12	-5	-3	3	-11	12	-6	-0.1	5
70	CCCN=C(Nc1ccc(Cl)cc1)c1cccnc1	-6	13	-10	-5	-3	-3	-16	-4	0.0	-2

# Compounds were not picked by outcome. Share with any hit: about 6%.
